# Growth percent in the NCI-60 one-dose screen (48 h, 10 µM unless noted): 100 = growth as untreated, 0 = no growth, -100 = all killed.
# CCRF-CEM – CCRF-CEM leukemia. 77,000 compounds, 7% hits. AID 1794778
# HOP-62 – HOP-62 NSCLC. AID 1794735. 80,000 compounds, 3.9% hits
# LOX IMVI – LOX IMVI melanoma. 79,000 compounds, 7.4% hits
# A549/ATCC – A549/ATCC NSCLC; 81,000 compounds, 3.7% hits
# HOP-92 – HOP-92 NSCLC cells; AID 1794738; 71,000 compounds, 6.3% hits
# EKVX – EKVX NSCLC | AID 1794765 | 71,000 compounds, 3% hits
# M14 – M14 melanoma | 80,000 compounds, 6.2% hits | AID 1794745
# SK-MEL-5 – SK-MEL-5 melanoma | 80,000 compounds, 6.4% hits | AID 1794755
# An asterisk follows results filed as active; . = no result given. Rule for the calls: active = growth percent below 10; inactive = the rest. Outcome played no part in choosing rows; about 12% have a hit in one of these screens.
SMILES,CCRF-CEM,HOP-62,LOX IMVI,A549/ATCC,HOP-92,EKVX,M14,SK-MEL-5
c1cc(-c2nc3ccc4[nH]ncc4c3c3c2CCCC3)[nH]n1,47,69,58,48,.,61,40,77
Clc1ccc2c(c1)-n1cccc1C(c1ccc3ccccc3c1)=NC2,85,101,112,121,90,100,88,96
CCCCCCCCCCCCCCCC(=O)NCc1ccc(Cl)cc1,98,99,.,100,102,97,97,102
Oc1ccc(CCCCCCc2ccc(O)cc2)cc1,18,81,53,48,64,75,42,50
Oc1ccc(Cl)cc1/C=N/Nc1nc2ccccc2s1,44,71,63,75,60,55,66,25
CCCC(C)(C(=O)Nc1ccc2nc(C)cc(N)c2c1)C(=O)Nc1ccc2nc(C)cc(N)c2c1,101,127,105,78,86,92,93,98
COc1cnc2c(c1)C(=O)c1c-2n(CCCNCCN2CCOCC2)c(=O)c2cc([N+](=O)[O-])ccc12,2.2*,-0.3*,-66*,-72*,-4.1*,16,6.3*,-88*
N#Cc1nnn(-c2ccc(Cl)cc2)c1N,107,84,99,109,84,96,97,99
CC1=NN(c2ccccc2)C(=O)/C1=C\N(C)C,110,87,101,91,112,93,100,105
Fc1ccc(Nc2nc(Nc3cnc4ccccc4c3)c3[nH]cnc3n2)cc1,55,61,54,83,18,38,69,58
O=S(O)(O)=S,102,100,99,97,97,111,103,102
Cc1ccc(Cn2cc(Cn3c(=O)c(-c4nc5ccccc5[nH]4)cc4ccccc43)nn2)cc1,106,92,93,88,101,100,89,74
c1ccc2c(c1)oc1cc3sccc3nc12,100,89,97,102,95,101,95,.
O=C1c2cc(Cl)c(Cl)cc2C(=O)N1CNc1cc(Cl)ccc1Cl,103,107,101,104,96,100,96,106
OC(COc1ccccc1)CN1CCCC1 (stereo not drawn),106,106,105,96,109,.,102,102
CC(C)=CCc1cc2c(cc1O)O[C@H](c1ccc(O)cc1)CC2=O,63,107,87,86,84,104,90,97
Cc1ccc2c(c1)nc(-c1ccccc1)n2CC(=O)N=Nc1c(O)[nH]c2ccc(Cl)cc12,4.2*,-80*,-70*,-19*,-74*,-32*,-28*,-63*
COc1ccc(/C=C/C(=O)c2c(O)cc(OC)cc2OC)cc1,73,90,75,88,65,102,102,94
CC(C)C1NC(C)(C)CO1 (stereo not drawn),89,101,96,93,85,.,107,100
O=Cc1ccc([N+](=O)[O-])cc1,101,105,97,104,89,97,98,98
O=C1CCC(N2C(=O)c3cccc(NCCOCCOCCn4cc(CNc5cccc6c5C(=O)N(C5CCC(=O)NC5=O)C6=O)nn4)c3C2=O)C(=O)N1 (stereo not drawn),118,106,98,101,100,103,102,101
Cc1cc(=O)oc2cc(OCCOc3ccc(/C=C/C(=O)Nc4ccc(Cl)cc4)cc3)ccc12,101,101,95,105,118,100,100,102
CCOC(=O)C(c1ccccc1)(c1ccccc1)c1ccccc1,96,96,94,82,67,91,95,93
O=C(/C=C/c1ccc(Br)cc1)c1cccc(OCCCCOc2cccc(C(=O)/C=C/c3ccc(Br)cc3)c2)c1,127,99,97,97,76,98,107,99
Cc1c(CC(=O)O)c(=O)n(-c2ccccc2)n1C,.,100,98,.,.,.,110,104
Cc1c([N+](=O)[O-])cc(C(C)(C)C)cc1[N+](=O)[O-],106,76,97,82,96,99,107,100
CS(=O)(=O)OCC1C2CC(CC2OS(C)(=O)=O)C1c1ccccc1 (stereo not drawn),99,102,100,109,.,89,109,100
O=C(Nc1cccc([N+](=O)[O-])c1)c1ccc(Cl)c(Cl)c1,83,7.1*,64,68,52,66,93,89
O=C(NCCc1ccccc1)c1nnn(-c2ccccc2)c1-c1ccco1,88,115,.,101,95,92,104,95
CCOC(=O)OC1CCCC(OC(=O)OCC)C1 (stereo not drawn),.,104,102,101,93,.,104,103
O=S(=O)(CCN1CCOCC1)Nc1cncc(-c2ccc3ncnc(Nc4ccc(F)c(Cl)c4)c3c2)c1,57,40,57,77,13,45,73,95
O=c1cc(-c2ccc(Cl)cc2)[nH]n1-c1nc2ccccc2s1,76,101,94,113,49,.,104,101
Cc1ccc(N=NC2C(=O)N(c3ccc(Cl)cc3)N(c3ccc(Cl)cc3)C2=O)cc1,96,89,97,99,101,94,102,92
Cc1cc(NS(=O)(=O)c2ccc(Nc3nc(/C=C/c4ccc(Cl)cc4)nc4ccccc34)cc2)no1,97,89,72,93,103,85,.,95
O=C(/C=C/c1c(Cl)nc2sccn12)c1nccs1,93,88,89,88,64,97,94,96
COc1ccc(C(=O)Nc2ccc(OS(N)(=O)=O)cc2)cc1,105,111,100,101,117,105,110,97
O=C(O)c1ccc(CNS(=O)(=O)c2ccc3ccccc3c2)cc1,117,112,100,.,132,111,103,105
Cc1nn2c(/C=C3/C(=O)Nc4cc(Cl)ccc43)c(-c3ccc(F)cc3)nc2s1,58,94,57,87,65,.,107,88
O=C1NC(=O)c2cc([N+](=O)[O-])ccc21,45,101,104,107,82,103,118,104
COc1ccc(Nc2csc(-c3ccccn3)n2)cc1,105,95,95,99,98,92,104,102
COc1ccccc1C1OCC(C)(C)CO1,115,104,97,103,104,116,116,109
COc1cc2nc3cc([N+](=O)[O-])ccc3c(NCCCNCC(C)(C)O)c2cc1OC,1.7*,-53*,-58*,-31*,-54*,-20*,-77*,-95*
Cc1cccc(N2CCN(CC(O)COc3ccc(Cl)cc3)CC2)c1 (stereo not drawn),98,100,98,117,88,97,96,97
CCN(CC)CCC(c1ccccc1)c1ccccc1,104,98,96,103,105,112,.,102
CCCCCCC(C)(O)c1ccccc1 (stereo not drawn),92,105,92,110,.,101,105,109

# Two compounds picked at random from those above, as already listed:
SMILES,CCRF-CEM,HOP-62,LOX IMVI,A549/ATCC,HOP-92,EKVX,M14,SK-MEL-5
COc1cc2nc3cc([N+](=O)[O-])ccc3c(NCCCNCC(C)(C)O)c2cc1OC,1.7*,-53*,-58*,-31*,-54*,-20*,-77*,-95*
Cc1cc(NS(=O)(=O)c2ccc(Nc3nc(/C=C/c4ccc(Cl)cc4)nc4ccccc34)cc2)no1,97,89,72,93,103,85,.,95

# The listing continues:
SMILES,CCRF-CEM,HOP-62,LOX IMVI,A549/ATCC,HOP-92,EKVX,M14,SK-MEL-5
O=CN1N=C(c2cccc(Nc3ccncc3)c2)CC1c1ccc(Br)cc1 (stereo not drawn),77,79,93,75,64,78,88,60
CC(=O)Nc1ccc(S(=O)(=O)/N=S(\C)c2ccc(C)cc2)cc1 (stereo not drawn),97,99,96,96,99,.,107,102
C=C(C)C(=O)N1c2ccc(OC)cc2CC1C(=O)OCC (stereo not drawn),93,81,105,80,74,91,107,109
Nc1nn(-c2ccccc2)c2nc(=S)[nH]c(-c3ccccc3)c12,103,100,.,100,90,87,96,103
NC(CSCC(=O)N1CCN(c2cc3c(cc2F)c(=O)c(C(=O)O)cn3C2CC2)CC1)C(=O)O (stereo not drawn),97,108,94,115,115,103,107,103
C=C(C)[C@H]1C2=CC(C(=O)OC)=C(C[C@H](C(=C)C)[C@@H](O)[C@H]3O[C@@]34C(=O)O[C@@H]1[C@@H]4N(C)C)O2,102,101,99,100,99,106,105,105
Cc1ccc(NC(=O)c2nc(S(C)(=O)=O)n(C)c2-c2ccc(F)cc2)cc1Nc1nccc(-c2cccnc2)n1,110,109,98,111,119,102,105,101
OB(O)CC[C@H]1OC[C@H](O)[C@@H](O)[C@@H]1O,99,88,96,96,98,103,98,99
O=C(O)Cc1cccc2ccccc12,.,106,97,100,103,101,103,118
Cc1ccc(-c2csc(=N)n2CC(=O)N2CCOCC2)cc1,101,112,93,94,68,.,110,98
CCOC(=O)C12CCCCC1OC(=N)C2 (stereo not drawn),109,103,105,99,117,.,107,99
COc1ccc(OC)c(Nc2nc3nonc3nc2N2CCCCC2)c1,87,96,89,100,81,.,.,96
CC1=C(C(=O)n2c3ccccc3c3ccccc32)C(c2ccc(Cl)cc2)C(C(=O)n2c3ccccc3c3ccccc32)=C(C)N1,89,99,84,97,73,105,98,96
Nc1ccc(C(=O)Nc2ccc(C(=O)Nc3ccc4cc(S(=O)(=O)O)cc(S(=O)(=O)O)c4c3)cc2)cc1,89,92,101,81,96,109,97,99
COc1ccc(CCN2CCC(Nc3nc4ccccc4n3Cc3ccc(F)cc3)CC2)cc1,-14*,.,-88*,29,-20*,45,-99*,-100*

# Looked up above:
# Reading for Clc1ccc2c(c1)-n1cccc1C(c1ccc3ccccc3c1)=NC2 under CCRF-CEM: 85
# Reading for CCCCCCC(C)(O)c1ccccc1 (stereo not drawn) under CCRF-CEM: 92
# Reading for O=C1NC(=O)c2cc([N+](=O)[O-])ccc21 under LOX IMVI: 104
# Reading for CC(C)=CCc1cc2c(cc1O)O[C@H](c1ccc(O)cc1)CC2=O under CCRF-CEM: 63
# Reading for COc1cc2nc3cc([N+](=O)[O-])ccc3c(NCCCNCC(C)(C)O)c2cc1OC under LOX IMVI: -58*

# (cont.)
SMILES,CCRF-CEM,HOP-62,LOX IMVI,A549/ATCC,HOP-92,EKVX,M14,SK-MEL-5
CC1(C)C=Cc2c(ccc3c2N(O)C(=O)[C@]32C[C@@]34NC(=O)[C@]5(CCCN5C3=O)C[C@@H]4C2(C)C)O1,145,99,93,94,93,94,100,102
CN(C)c1ccc(/C=N/NC(=O)c2ccc(OCc3nc4ccc(Cl)cc4[nH]3)cc2)cc1,84,95,77,88,63,75,91,114
Cc1cc(=O)oc2cc(OCCCCOc3ccc(/C=C/C(=O)Nc4ccccc4F)cc3)ccc12,90,102,101,98,108,98,113,74
CCc1nc(NC(=O)CCl)c(C#N)cc1C,96,103,100,102,107,120,99,109
CCOC(=O)C(C(=O)OCC)C(C)(C)Cc1ccccc1,85,96,110,100,80,113,105,113
Fc1ccc(Nc2nnc(-c3ccc(Cl)cc3)o2)cc1,58,90,108,81,96,92,95,100
Cc1cc(=S)oc2c(O)c(O)ccc12,29,70,57,17,90,84,65,68
CC(=O)c1sc2nc(CSc3nc(C)cs3)[nH]c(=O)c2c1C,78,96,92,112,83,91,111,103
CC(=O)N[C@@H](CO)CC(=O)c1ccc2c(c1N)C=CC(C)(C)O2,93,94,101,111,.,.,106,104
O=S(=O)(c1ccc(Cl)cc1)c1nc(-c2ccccc2)oc1S(=O)(=O)c1ccc(Cl)cc1,-28*,91,20,94,86,92,91,92
COc1cc(OC)c(C2C(Cl)C(=O)N2Nc2ncnc3ccccc23)cc1OC (stereo not drawn),102,100,46,105,102,95,89,99
Cc1ccc(NC(=O)Nc2ccc3cc4ccc(NC(=O)Nc5ccc(C)cc5)cc4nc3c2)cc1,63,94,92,98,100,100,115,106
N#Cc1c(Nc2ccccc2)nn2c(-c3ccco3)ccnc12,98,104,96,90,31,97,112,97
CCOC(=O)c1c(NS(=O)(=O)c2ccc(C)cc2)sc2c1CCC1(C2)OCCO1,96,91,99,103,77,95,104,95
COc1ccc(OC)c(NCCN2C(=O)c3ccccc3C2=O)c1,99,112,113,99,100,.,104,104
Cc1ccc(C)n1-c1ccsc1C(=O)NNC(=O)C(Cl)Cl,85,97,82,102,90,92,106,95
CC1Cc2c(N(C)C)ncnc2N2CCCc3cccc1c32 (stereo not drawn),97,105,102,95,87,66,100,98
CC(=O)C1=NN(c2ccccc2)C2C3N(c4ccccc4)N=C(C(C)=O)N3c3[nH]c(-c4ccccc4)cc3N12 (stereo not drawn),98,77,100,104,95,112,104,99
Cc1cc(Nc2nc(-c3cn(-c4ccc(Cl)cc4)nn3)nc3ccccc23)n[nH]1,64,63,69,48,67,.,54,20
CCOC(=O)CNC(=O)Nc1ccc(Oc2ccc(NC(=O)NCC(=O)OCC)cc2)cc1,89,96,92,91,92,.,101,97
NS(=O)(=O)c1ccc(N2C(=O)/C(=C/c3ccccc3)N=C2c2ccccc2)cc1,99,57,91,60,89,98,105,90
O=C(CCl)c1ccc2c(c1)CCCC2,.,107,.,101,.,.,95,106
COC(=O)C1CCC(=O)N1S(=O)(=O)c1ccc([N+](=O)[O-])cc1 (stereo not drawn),107,103,100,106,115,116,109,111
COc1ccc(-c2cc(-c3cc(OC)ccc3OC)nc3sc(C(=O)c4ccc(Cl)cc4)c(N)c23)cc1,116,96,87,90,94,87,94,98
CC(=O)N(C)c1ccc([N+](=O)[O-])cc1,119,111,98,106,95,122,108,103
O=S(=O)(c1c(F)cccc1F)N1CCN(c2nccc(-c3c(-c4cccc(F)c4)nc4sccn34)n2)CC1,99,103,94,93,92,85,108,93
CC(C)CCC[C@@H](C)[C@H]1CC[C@H]2[C@@H]3CC=C4c5sc(Nc6ccccc6C(F)(F)F)nc5CC[C@]4(C)[C@H]3CC[C@]12C,99,101,101,97,97,95,99,106
O=[N+]([O-])c1cc(C(F)(F)F)ccc1Cl,92,101,102,98,121,116,104,104
COc1cc2c(cc1OC)-c1ccc3cc4c(cc3c1N(CCN(C)C)C2)OCO4,-1.0*,-22*,-83*,-57*,-5.1*,25,-7.6*,-11*
N#Cc1ccccc1-c1ccc(Cn2c(-c3cscn3)nc3ccc(Cl)cc32)cc1,81,98,73,76,56,88,98,103
CC(=O)Nc1c(C)nc[nH]c1=O,138,101,104,108,.,103,99,.
C=CC(=O)N[C@H](CO)Cc1ccc(-c2cc(Cl)cc(Cl)c2)cc1,103,72,87,76,79,84,92,91

# Compound profiles, as listed above. Values in the order: CCRF-CEM | HOP-62 | LOX IMVI | A549/ATCC | HOP-92 | EKVX | M14 | SK-MEL-5
# O=C(CCl)c1ccc2c(c1)CCCC2 as listed: . | 107 | . | 101 | . | . | 95 | 106
# CC1Cc2c(N(C)C)ncnc2N2CCCc3cccc1c32 (stereo not drawn) as listed: 97 | 105 | 102 | 95 | 87 | 66 | 100 | 98
# COC(=O)C1CCC(=O)N1S(=O)(=O)c1ccc([N+](=O)[O-])cc1 (stereo not drawn) as listed: 107 | 103 | 100 | 106 | 115 | 116 | 109 | 111
# CC(C)CCC[C@@H](C)[C@H]1CC[C@H]2[C@@H]3CC=C4c5sc(Nc6ccccc6C(F)(F)F)nc5CC[C@]4(C)[C@H]3CC[C@]12C as listed: 99 | 101 | 101 | 97 | 97 | 95 | 99 | 106
# COc1cc2c(cc1OC)-c1ccc3cc4c(cc3c1N(CCN(C)C)C2)OCO4 as listed: -1.0* | -22* | -83* | -57* | -5.1* | 25 | -7.6* | -11*
